IMPase Li inh: membrane-permeable IMPase blocker, potentiated with lithium. CHO-M1 cells, IP1 TR-FRET (IP-One), carbachol + lithium. Potency, µM (top dose mostly 59.4 µM), inactives show at the highest dose activity, negative = IMPase inhibition, usual class: inhibitors. actives 0.35% (n = 210,000);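 note: IP1 builds up when IMPase is blocked and the TR-FRET signal falls; potency is the fitted concentration of half-maximal effect; plate controls were basal vehicle for no effect and high inhibitor control for full effect; nearly all actives have a fitted effect of over 50% in size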
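Steps: plate 2000 CHO-M1 cells per well and culture 16–30 h; add compound and lithium; incubate 30 min, 37C; add d2-IP1 tracer and Eu cryptate anti-IP1 antibody in lysis buffer; read after 10 min at room temperature.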
Luc counter: blocks Kinase-Glo luciferase, a counter-screen artifact; Potency, µM (doses to about 38.3 µM), for the others: top-dose activity change, negative = inhibition, hits mostly inhibitors; Kinase-Glo luciferase, ATP luminescence, 8 min; actives 0.28% (n = 200,000); AID 1379; note: potency is the fitted concentration of half-maximal effect; % is set by controls: 0 for no effect and ±100 for the full control effect; nearly all actives have a fitted effect of over 60% in size
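Recombinant Kinase-Glo luciferase, 10 uM ATP (linear range), luciferin; imidazole pH 7.2 / KCl / MgCl2 / Tween / BSA buffer; 8 min RT; luminescence.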
HTT aggregate: reduces HttQ103-GFP aggregates in PC12 cells | PC12 HttQ103-GFP aggregates, Acumen cytometry, 40 h | Potency, µM (doses to about 46.1 µM), for inactives: top-dose activity change, negative = inhibition, usual class: inhibitors | actives 1.1% (n = 220,000) | AID 1688; note: potency is the fitted concentration of half-maximal effect; % is set by controls: 0 for no effect and ±100 for the full control effect; nearly all actives have a fitted effect of over 60% in size
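Multiplexed with ATP-based cell death, this channel scores GFP aggregates in PC12 cells expressing inducible HTTex1-Q103-GFP. Induction used 100 nM tebufenozide; compounds were tested in concentration series.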
CBFb RUNX1 block: blocks binding between human CBF-beta and RUNX1; 230,000 tested, under 10 active; AlphaScreen CBFb-His/RUNX1-biotin binding, biochemical; Potency, µM (top dose mostly 59.8 µM), for inactives: at the top dose activity, negative = inhibition, actives largely listed as inhibitors; Q01196+Q13951; note: % of control where 0% means no effect
Target sequence (Q01196 whole entry, looked up): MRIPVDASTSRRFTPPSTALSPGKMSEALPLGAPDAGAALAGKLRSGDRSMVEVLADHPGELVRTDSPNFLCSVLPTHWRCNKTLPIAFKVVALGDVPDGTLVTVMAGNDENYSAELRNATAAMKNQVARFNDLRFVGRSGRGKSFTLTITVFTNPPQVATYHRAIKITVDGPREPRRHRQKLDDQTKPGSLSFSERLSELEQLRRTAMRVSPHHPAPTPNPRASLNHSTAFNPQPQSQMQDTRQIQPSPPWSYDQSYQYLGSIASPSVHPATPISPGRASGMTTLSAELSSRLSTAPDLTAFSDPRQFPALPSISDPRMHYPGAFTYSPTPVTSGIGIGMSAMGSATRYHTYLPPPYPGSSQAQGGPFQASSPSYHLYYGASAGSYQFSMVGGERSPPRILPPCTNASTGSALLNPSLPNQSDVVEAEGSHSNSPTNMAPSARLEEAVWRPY
Target sequence (Q13951 whole entry, looked up): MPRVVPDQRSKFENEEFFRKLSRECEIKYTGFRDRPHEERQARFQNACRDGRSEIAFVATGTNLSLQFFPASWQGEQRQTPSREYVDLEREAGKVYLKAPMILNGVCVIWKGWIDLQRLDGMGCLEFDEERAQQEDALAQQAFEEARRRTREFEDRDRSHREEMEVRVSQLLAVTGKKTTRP
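Bead-based AlphaScreen assay; binding partners His-tagged CBF-beta and biotinylated RUNX1 at 30 nM each. Compound exposure 15 min after a 20-min protein preincubation; bead step 90 min; all steps at room temperature.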
NPSR antagonist: antagonists of human neuropeptide S receptor cAMP signaling; CHO-NPSR cells, cAMP TR-FRET, antagonist mode; Potency, µM (highest dose often 38.3 µM), for the others: top-dose activity change, negative = inhibition, actives largely listed as inhibitors; actives 1% (n = 220,000); AID 1461; note: potency is the fitted concentration of half-maximal effect; % is set by controls: 0 for no effect and ±100 for the full control effect; nearly all actives have a fitted effect of over 50% in size; many of its hits are not listed in these tables
Target sequence (Q6W5P4 whole entry, looked up): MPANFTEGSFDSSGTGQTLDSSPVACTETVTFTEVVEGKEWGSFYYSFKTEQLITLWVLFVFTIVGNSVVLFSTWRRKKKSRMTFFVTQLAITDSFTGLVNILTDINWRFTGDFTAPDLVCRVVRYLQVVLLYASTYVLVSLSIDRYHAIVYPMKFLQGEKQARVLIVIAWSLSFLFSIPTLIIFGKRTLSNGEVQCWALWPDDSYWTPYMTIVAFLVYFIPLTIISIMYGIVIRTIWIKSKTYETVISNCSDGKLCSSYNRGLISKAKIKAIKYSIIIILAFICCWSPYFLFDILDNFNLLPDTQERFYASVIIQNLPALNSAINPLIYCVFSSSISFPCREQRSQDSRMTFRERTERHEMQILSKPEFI
Epigenetic derep: derepresses silenced GFP reporter in murine cells; murine LDR cells, GFP reporter derepression, 30 h; Potency, µM (doses to about 53.9 µM), for inactives: at the top dose GFP activation, most hits filed as activators; actives 0.2% (n = 280,000); AID 1865; note: potency is the fitted concentration of half-maximal effect; % of control where 0% means no effect; nearly all actives have a fitted effect of over 60% in size
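Murine LDR cells carrying a silenced, genomically integrated CMV-driven GFP reporter were exposed to compound for 30 hours at 37 C. After PBS washes, GFP-positive cells (20–120 um objects) were counted by laser-scanning microplate cytometry.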
L3MBTL1 inh: L3MBTL1 (human) inhibition; Q9Y468; AlphaScreen L3MBTL1–H3K9me1 peptide binding; Potency, µM (highest dose often 57.1 µM), for the others: top-dose activity, negative = inhibition, hits mostly inhibitors; actives 0.66% (n = 230,000); note: potency is the fitted concentration of half-maximal effect; % is set by controls: 0 for no effect and ±100 for the full control effect; nearly all actives have a fitted effect of over 60% in size
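AlphaScreen assay: L3MBTL1 (50 nM final) was preincubated 30 min at room temperature with biotinylated H3(1-15)K9me1 peptide (75 nM final), then 30 min with library compounds; streptavidin donor and nickel chelate acceptor beads (10 ug/mL final) added, 30 min dark.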
Numbers without * were called inactive; ? = inconclusive; nt = no result given; [ ] = remark or other dose. Calls come from the whole dose curve; as a rule, active = well fitted curve in the direction sought with a large enough effect; inconclusive = small, poorly fitted or top-dose-only effect, or another doubt; inactive = no such curve, though single readings can be large; an effect the other way counts as inactive or inconclusive. The list is partial, so the mix of outcomes need not match the whole.

SMILES | IMPase Li inh | Luc counter | HTT aggregate | CBFb RUNX1 block | NPSR antagonist | Epigenetic derep | L3MBTL1 inh
CCN(CC)S(=O)(=O)c1cccc(NC(=O)COC(=O)C2CC3C=CC2C3)c1 (stereo unspecified) | 19.1% | -1.9% | 9.6% | -3.7% | -16.3% | -0.4% | -6.4%
CCOc1cc(C(=O)Nc2ccc(N3CCOCC3)cc2)cc(Br)c1OC | 2.6% | 0.0% | 0.3% | -10.9% | -6.0% | 2.1% | nt
O=C(COc1ccccc1C(=O)O)Nc1ccc(SC(F)F)cc1 | -7.2% | nt | -4.3% | 3.9% | -11.0% | -1.3% | nt
Cc1cc(NC(=O)CCC(=O)N(C2CC2)C2(C(=O)NC3CCCC3)CCC(C)CC2)no1 (stereo unspecified) | 5.0%[38.3 µM] | -0.1% | -10.5% | -0.1% | -18.8%[46.1 µM] | -2.0% | nt
COc1cc(C)nc2nc(SCc3ccccc3)nn12 | 7.8%[38.3 µM] | -5.9% | -19.7% | -0.7% | -12.2%[46.1 µM] | -1.1% | 6.1%
O=c1c2ccccc2sn1-c1nccs1 | 13.4% | -11.6% | 15.4% | -8.9% | 0.7% | -3.4% | -0.1%
OCc1cc([C@@H](O)CNCCCCCCOCCCCc2ccccc2)ccc1O | 8.4% | 0.5% | nt | 2.4%[21.7 µM] | nt | ? | nt
Cc1nc(N2CCCCC2)c(C#N)c(C)c1[N+](=O)[O-] | 2.5% | 1.9% | 0.2% | -4.3% | -16.1% | -0.2% | -8.4%
Cc1ccc(Cl)cc1NC(=O)CCN1C(=O)C2C3CCC(C3)C2C1=O (stereo unspecified) | -2.0% | 1.6% | 19.2% | 7.7% | 2.0% | 2.4% | -0.6%
CCn1c(SCC(=O)Nc2nc(C)cs2)nnc1C(C)NC(=O)c1ccccc1 (stereo unspecified) | -8.1%[38.3 µM] | -1.9% | -1.5% | 3.8% | -1.6%[46.1 µM] | 0.0% | 7.6%
CC(C)COC(=O)OCN1C(=O)CN(CCN2CC(=O)N(COC(=O)OCC(C)C)C(=O)C2)CC1=O | 29.1% | -2.1% | -20.0% | 8.8% | -10.3%[46.1 µM] | -0.1% | 9.3%
CCn1c(SCC(=O)Nc2sc3c(c2C#N)CCCC3)nnc1-c1ccco1 | 39.4%[activator][38.3 µM] | -3.5% | 1.9% | 9.7% | -14.7%[46.1 µM] | -1.0% | nt
COc1ccccc1NS(=O)(=O)c1ccc(C)c(NC(=O)NCCCl)c1 | nt | nt | -17.5%[9.22 µM] | -8.2% | -17.3% | 1.5% | -8.6%
CCOc1ccc(NC(=O)c2nsc(Cl)c2Cl)cc1 | 9.1% | -2.6% | 41.6%[9.22 µM] | 2.8% | 17.3% | 0.2% | 4.9%
CCN(CC)C(=S)SCC(=O)Nc1ncc2c(n1)CCCC2=O | nt | nt | 6.6%[9.22 µM] | 8.2% | -24.0% | 0.1% | 10.6%
O=C(c1ccc2c(c1)OCO2)N1CCC2(CC1)Oc1ccc(F)cc1C(=O)C21CC(c2ccc(Cl)cc2)=NO1 (stereo unspecified) | nt | nt | -15.6%[9.22 µM] | -15.5% | -10.3% | 0.5% | nt
COc1cccc(NC(=O)COC(=O)Cc2ccc(Cl)cc2)c1 | 3.5% | 2.1% | 5.2% | 9.4% | 10.0% | 1.1% | 44.5%[activator]
N=c1n(Cc2ccccc2)c2ccccc2n1CC(O)COc1ccccc1 (stereo unspecified) | 6.1%[38.3 µM] | 0.3% | ? | -1.6% | -10.7%[46.1 µM] | -1.0% | -0.8%
CCN(CC(=O)NCc1ccc(F)cc1)c1ccc(S(C)(=O)=O)cc1[N+](=O)[O-] | 8.0% | nt | -20.2% | -0.6% | 18.6% | 1.1% | nt
N=c1ccn2c(n1)O[C@H]1[C@H](O)[C@@H](CO)O[C@H]12 | 10.6% | 4.8%[39.9 µM] | -29.5% | 17.1% | nt | 0.6% | nt
COc1ccc(CNC(=O)COc2ccc(S(=O)(=O)NC(C)C)cc2)cc1 | -12.0%[38.3 µM] | -6.8% | 6.0% | 0.1% | -3.4%[46.1 µM] | -2.9% | -4.6%
Oc1ccc(-c2nccc(-c3ccc(Cl)cc3)n2)cc1 | 0.0% | -2.9% | -7.3% | 5.0% | -10.8% | 1.1% | nt
Cc1ccc(C(=O)Nc2cccnc2)cc1[N+](=O)[O-] | 0.7% | 5.0% | -16.4% | -4.7% | -8.5% | 3.5% | nt
O=C(CCCN1C(=O)c2ccccc2C1=O)Nc1ccccc1C(=O)N1CCOCC1 | -11.6%[38.3 µM] | -1.0% | -9.1% | 4.2% | -4.2%[46.1 µM] | 0.3% | -1.1%
O=C(NCC1(c2ccccc2)CCCC1)C(=O)N1CCOCC1 | -8.6% | 1.6% | 7.2% | -5.4% | -8.1%[46.1 µM] | -2.1% | -0.3%
OC(CCN1CCC2(CC1)OCCO2)C(F)(F)F (stereo unspecified) | 5.2% | -3.0% | 5.2% | -19.2% | 5.5% | -0.5% | 14.6%
Cc1nc(-c2ccc(Cl)cc2)sc1C(=O)O | -15.8% | -0.7% | -5.4% | 1.0% | -6.7% | -2.1% | nt
COc1ccc(NC(=S)N(CCc2ccc(OC)c(OC)c2)Cc2ccccn2)cc1 | 6.5% | 4.7% | 19.4% | 2.7% | -0.5% | -0.2% | -16.9%
Cn1cccc1/C=N/NC(=O)c1cc(-c2cccs2)nc2ccccc12 | 5.6% | 2.8% | -5.2% | ? | -16.0% | -4.4% | ?
N#C/C(=C/c1cn[nH]c1-c1cccc(Br)c1)C(=O)O | nt | nt | -11.0%[9.22 µM] | -4.1% | -13.4% | 2.5% | -2.8%
Cc1nnc(SCC(=O)NC2CC2)n1CC1CCCO1 (stereo unspecified) | -6.0% | -0.5% | -7.0% | 2.4% | 16.8% | -0.9% | nt
CC(C(=O)Nc1ccccc1)N(c1cccc(Cl)c1)S(C)(=O)=O (stereo unspecified) | 5.9% | -1.5% | 1.0% | 10.9% | -4.8% | 4.1% | 4.4%
C#CCn1c(=NC(=O)CSC(C)=O)sc2cc(F)ccc21 | ? | nt | -9.4%[9.22 µM] | 5.2% | ? | 3.4% | 1.3%
NC(=O)C1CCN(CC(=O)c2c[nH]c3ccc(F)cc23)CC1 | 3.3%[38.3 µM] | 0.9% | -4.5% | 11.9% | -12.0%[46.1 µM] | -0.2% | 32.2%[activator]
O=C(Nc1cc(S(=O)(=O)N2CCCCC2)ccc1O)c1ccccc1NS(=O)(=O)c1ccc(F)cc1 | 11.5% | 4.2% | -7.6% | 2.4% | -24.0% | -0.9% | -4.4%
O=c1c(O[C@@H]2O[C@H](CO)[C@@H](O)[C@H](O)[C@H]2O)c(-c2ccc(O)c(O)c2)oc2cc(O)cc(O)c12 | nt | nt | nt | -11.0% | -1.7% | 5.3% | nt
CC(=O)Nc1c2c(nn1-c1cccc(Cl)c1)CS(=O)C2 (stereo unspecified) | -7.2%[38.3 µM] | 4.1% | -6.4% | -3.7% | -16.5%[46.1 µM] | 1.8% | nt
Cc1ccc(-c2nnn(CC(=O)N3CCC(C)CC3)n2)o1 | 18.8%[38.3 µM] | 3.1% | -26.2% | -1.3% | -10.4%[46.1 µM] | -1.2% | nt
COc1cccc(COCCN2CCN(S(=O)(=O)c3ccc(C)cc3)CCC2=O)c1 | 6.2% | 0.1% | -0.3% | 3.5%[2.36 µM] | 2.6% | 1.4% | -14.4%
Cc1cc(C)nc(NC(N)=S)n1 | nt | nt | 8.9%[9.22 µM] | 6.6% | 10.9% | 1.3% | 0.2%

Arranged by formula weight (high to low): 8 of the compounds above.
SMILES | IMPase Li inh | Luc counter | HTT aggregate | CBFb RUNX1 block | NPSR antagonist | Epigenetic derep | L3MBTL1 inh
O=C(Nc1cc(S(=O)(=O)N2CCCCC2)ccc1O)c1ccccc1NS(=O)(=O)c1ccc(F)cc1 | 11.5% | 4.2% | -7.6% | 2.4% | -24.0% | -0.9% | -4.4%
O=c1c(O[C@@H]2O[C@H](CO)[C@@H](O)[C@H](O)[C@H]2O)c(-c2ccc(O)c(O)c2)oc2cc(O)cc(O)c12 | nt | nt | nt | -11.0% | -1.7% | 5.3% | nt
COc1ccc(NC(=S)N(CCc2ccc(OC)c(OC)c2)Cc2ccccn2)cc1 | 6.5% | 4.7% | 19.4% | 2.7% | -0.5% | -0.2% | -16.9%
Cn1cccc1/C=N/NC(=O)c1cc(-c2cccs2)nc2ccccc12 | 5.6% | 2.8% | -5.2% | ? | -16.0% | -4.4% | ?
NC(=O)C1CCN(CC(=O)c2c[nH]c3ccc(F)cc23)CC1 | 3.3%[38.3 µM] | 0.9% | -4.5% | 11.9% | -12.0%[46.1 µM] | -0.2% | 32.2%[activator]
Cc1nnc(SCC(=O)NC2CC2)n1CC1CCCO1 (stereo unspecified) | -6.0% | -0.5% | -7.0% | 2.4% | 16.8% | -0.9% | nt
Cc1ccc(-c2nnn(CC(=O)N3CCC(C)CC3)n2)o1 | 18.8%[38.3 µM] | 3.1% | -26.2% | -1.3% | -10.4%[46.1 µM] | -1.2% | nt
Cc1cc(C)nc(NC(N)=S)n1 | nt | nt | 8.9%[9.22 µM] | 6.6% | 10.9% | 1.3% | 0.2%

The list goes on:
SMILES | IMPase Li inh | Luc counter | HTT aggregate | CBFb RUNX1 block | NPSR antagonist | Epigenetic derep | L3MBTL1 inh
CC1(C)C2CCC(C2)C1(C)NC(=O)CNCC1CCCCC1 (stereo unspecified) | 8.7% | 1.1% | -2.4% | 5.9% | -42.5% | 1.3% | -3.1%
O=C(CSc1c2c(nc3ccc(Cl)cc13)CCCC2)NCCCN1CCOCC1 | 1.0% | 1.3% | nt | -3.1% | -19.4% | 2.5% | nt
Cc1ccc(-c2cc(C)nc3nc(N)nn23)cc1 | 13.2%[38.3 µM] | -2.3% | 10.9% | 6.6% | -0.5%[46.1 µM] | -1.0% | nt
CN(C(=O)COC(=O)c1ccc2c(=O)n3c(nc2c1)CCC3)C1CCS(=O)(=O)C1 (stereo unspecified) | -2.1% | -2.6% | -8.9%[9.22 µM] | 1.0% | 6.8% | -0.8%[10.1 µM] | -20.5%
CC(=O)C1=C(C)OC(N)=C(C#N)C1c1cccc([N+](=O)[O-])c1 (stereo unspecified) | 5.9% | 1.4% | 5.3% | -4.6% | -1.4% | -1.1% | 9.9%
Cc1nc(-c2noc(-c3ccc(Cl)cc3)n2)c(C(F)(F)F)o1 | nt | nt | 4.1%[9.22 µM] | 11.7% | -22.8% | -1.3% | 7.9%
COc1ccc2cc3c(N)nn(C(=O)c4ccc(Cl)c([N+](=O)[O-])c4)c3nc2c1 | -0.6% | 7.3% | 2.82µM* | ? | -13.5% | -1.1% | 11.5%
O=[N+]([O-])c1ccc(Sc2cccc[n+]2[O-])c2nonc12 | nt | nt | 1.12µM* | ? | ? | ? | ?
